Screening results from PubChem BioAssay.
p53null 39C tox – p53 null cell cytotoxicity, nonpermissive temperature; H1299 p53-null (neo) cells, 39C, ATPlite viability, 24 h; AID 904; Potency, µM (series often up to 46.1 µM), for the others: at the top dose activity, negative = cell killing, usual class: cytotoxic; hit rate 0.97% among 55,000;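 also: potency is read from the fitted curve at half-maximal effect; 0% = DMSO only and -100% = full killing by 100 µM tamoxifen; nearly all actives have a fitted effect of over 50% in size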
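Cells seeded at 600/well, 37C overnight. Compound added (up to 46 uM), plates shifted to 39C for 24 hr. ATPlite added, luminescence read after 20 min at room temperature.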
NTMT1 inh – NTMT1 methyltransferase inhibition. Q9BV86. NTMT1 MTase-Glo SAH luminescence, purified enzyme. Potency, µM (titrated, usually from 114 µM), for inactives: at the top dose activity change, negative = inhibition, usual class: inhibitors. hit rate 2.5% among 59,000. AID 1645870;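 also: potency is read from the fitted curve at half-maximal effect; plate controls were DMSO vehicle for no effect and no enzyme for full effect; nearly all actives have a fitted effect of over 65% in size; many of its hits are not listed in these tables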
GALK inhibitor – inhibitors of human galactokinase (GALK); P51570; recombinant GALK, Kinase-Glo ATP luminescence, 1 h; Potency, µM (top dose mostly 57.5 µM), without a hit: at the top dose activity, negative = inhibition, most hits filed as inhibitors; 44,000 tested, under 10 active; AID 1347072;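 also: plate controls were full GALK reaction for no effect and reaction lacking GALK for full effect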
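Human GALK (5 nM) was incubated with 35 uM ATP and 100 uM galactose in 20 mM HEPES pH 8.0 with MgCl2, NaCl, DTT and BSA for 1 h at room temperature. Remaining ATP was measured by Kinase-Glo Plus luminescence.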
TSG101-PTAP inh – blocks PTAP binding to human TSG101, validation. Q99816. Fluorescence polarization, FITC-PTAP peptide/Tsg101, 20 min. Potency, µM (highest dose often 115 µM), for inactives: at the highest dose activity change, negative = inhibition, usual class: inhibitors. 44,000 tested, under 10 active. AID 1347069; also: potency is read from the fitted curve at half-maximal effect; 0% is about no effect
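Compounds pinned into 10 uM Tsg101 binding domain, then 50 nM FITC-PTAP peptide added in pH 7.5 HEPES buffer; FP read after 20 min, room temperature. Total S+P intensity flags fluorescent compounds; active cut-off <25 µM, efficacy <60%.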
p53null 32C tox – p53 null cell cytotoxicity, permissive temperature | H1299-neo p53 null cells, ATP luminescence, 24 h, 32C | Potency, µM (top dose mostly 46.1 µM), without a hit: top-dose activity change, negative = cytotoxicity, hits mostly cytotoxic | hit rate 0.62% among 55,000;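 also: potency is read from the fitted curve at half-maximal effect; 0% = DMSO only and -100% = full killing by 100 µM tamoxifen; nearly all actives have a fitted effect of over 55% in size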
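Cytotoxicity: H1299-neo (no p53), 32C, 24 h treatment. Concentrations up to 46 uM. Readout cellular ATP, luminescence. Normalization to DMSO basal and tamoxifen 100 uM maximal kill.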
B2AR arrestin ag – beta-arrestin recruitment by human beta2-adrenergic receptor ligands. P07550. HTLA Tango cells, beta-arrestin recruitment, luciferase luminescence, 18 h. Potency, µM (titrated, usually from 46.1 µM), without a hit: at the top dose activation, hits mostly activators. 44,000 tested, under 10 active;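 also: potency is read from the fitted curve at half-maximal effect; 0% = DMSO and full agonism = EC100 isoproterenol or metaproterenol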
Target sequence (P07550 whole entry, looked up): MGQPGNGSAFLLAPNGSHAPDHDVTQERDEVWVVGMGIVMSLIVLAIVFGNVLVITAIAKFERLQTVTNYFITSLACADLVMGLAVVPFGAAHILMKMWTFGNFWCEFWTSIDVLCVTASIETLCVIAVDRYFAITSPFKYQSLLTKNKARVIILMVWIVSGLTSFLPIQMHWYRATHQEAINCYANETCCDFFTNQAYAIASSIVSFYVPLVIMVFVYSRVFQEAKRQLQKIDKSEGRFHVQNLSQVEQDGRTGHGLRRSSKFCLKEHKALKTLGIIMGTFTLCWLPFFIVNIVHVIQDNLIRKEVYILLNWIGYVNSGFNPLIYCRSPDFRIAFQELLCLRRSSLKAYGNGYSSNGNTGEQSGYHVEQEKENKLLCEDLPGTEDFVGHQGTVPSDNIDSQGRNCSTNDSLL
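Receptor–beta-arrestin recruitment read by tTA-responsive luciferase: compound titrations (up to 46 µM) incubated 18 h with Tango cells, then luminescent substrate 15 min at room temperature. Concentration-response fits classified by r2, efficacy and activity.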
FH mod – Identification of activators of human fumarate hydratase by quantitative high-throughput screening | Fumarate hydratase, mitochondrial (Homo sapiens), P07954 | FH coupled MDH/diaphorase resazurin fluorescence, 15 min | Potency, µM (top dose mostly 79.9 µM), without a hit: at the highest dose activity change, negative = inhibition, usual class: inhibitors | hit rate 0.22% among 54,000; also: potency is read from the fitted curve at half-maximal effect; % is scaled to controls: 0 for no effect and ±100 for the full control effect; the screen sought activators but most active calls are inhibition curves; nearly all actives have a fitted effect of over 45% in size
Target sequence (P07954 whole entry, looked up): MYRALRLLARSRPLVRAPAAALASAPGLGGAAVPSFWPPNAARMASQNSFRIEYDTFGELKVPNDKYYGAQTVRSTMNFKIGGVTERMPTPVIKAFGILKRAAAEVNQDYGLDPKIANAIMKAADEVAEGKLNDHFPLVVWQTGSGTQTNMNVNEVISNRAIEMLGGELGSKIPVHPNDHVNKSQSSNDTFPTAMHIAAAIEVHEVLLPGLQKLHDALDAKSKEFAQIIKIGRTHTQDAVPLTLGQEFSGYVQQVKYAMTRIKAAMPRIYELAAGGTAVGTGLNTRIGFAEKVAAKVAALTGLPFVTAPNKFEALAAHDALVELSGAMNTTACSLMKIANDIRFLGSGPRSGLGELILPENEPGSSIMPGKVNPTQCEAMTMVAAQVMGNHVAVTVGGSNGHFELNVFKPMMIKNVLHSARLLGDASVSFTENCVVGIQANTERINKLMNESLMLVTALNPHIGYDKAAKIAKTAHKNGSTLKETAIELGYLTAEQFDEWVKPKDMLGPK
The depositor's hits bear a star; u = inconclusive; x = not tested or not shown; [ ] = remark or other dose. Calls follow the shape of the dose curve; as a rule, active = well fitted curve in the direction sought with a large enough effect; inconclusive = small, poorly fitted or top-dose-only effect, or another doubt; inactive = no such curve, though single readings can be large; an effect the other way counts as inactive or inconclusive.

entry	mol	p53null 39C tox	NTMT1 inh	GALK inhibitor	TSG101-PTAP inh	p53null 32C tox	B2AR arrestin ag	FH mod
1	COc1ccc2c(C)c(CCC(=O)NCc3ccccc3Cl)c(=O)oc2c1C	0%	x	0%	3%	-2%	-1%	x
2	COc1cc2c(cc1OC)C(COc1ccc(F)cc1)N(C(=O)C(C)C)CC2 (stereo unspecified)	14%	6%	5%	1%	-1%	-1%	3%
3	CCOC(=O)c1cccc(NC(=O)C2CCCN(S(=O)(=O)c3cc(Br)cc4c3N(C(=O)CC)CC4)C2)c1 (stereo unspecified)	-13%	10%	-14%	2%	3%	1%	-11%
4	COc1ccccc1OCC(=O)N(Cc1cccs1)C1CCS(=O)(=O)C1 (stereo unspecified)	u	3%	3%	1%	-2%	0%	9%
5	Cc1cc(C)c(C(=O)Nc2ccccc2)c(SCC(=O)Nc2ccc(Br)cc2C)n1	-15%	16%	u	0%	-6%	-4%	7%
6	COc1cccc(/C=C(\C#N)c2nc3ccc(C)cc3[nH]2)c1	u	u	2%	1%	u	1%	-11%
7	Cc1cccc(CCNC(=O)c2cc3c(=O)[nH]c4ccc(C)cc4c3s2)c1	-2%	-11%	-11%	-8%	-3%	0%	-13%
8	Cc1nc2nc(CNC(=O)c3cccc(F)c3)nn2c(C)c1CCC(=O)Nc1cccc(Cl)c1	-6%	-4%	2%	-1%	-1%	-4%	-23%
9	COc1cc(OC)cc(C(=O)Nc2ccc3nc4n(c(=O)c3c2)CCCCC4)c1	u	45µM*	6%	-9%	u	-1%	-15%
10	Cc1ccc(NC(=O)c2ccc3nc(Cc4ccccc4)oc3c2)cc1F	u	-2%	0%	1%	-3%	-1%	0%

Pulled one by one from the list above (7):
entry	mol	p53null 39C tox	NTMT1 inh	GALK inhibitor	TSG101-PTAP inh	p53null 32C tox	B2AR arrestin ag	FH mod
8	Cc1nc2nc(CNC(=O)c3cccc(F)c3)nn2c(C)c1CCC(=O)Nc1cccc(Cl)c1	-6%	-4%	2%	-1%	-1%	-4%	-23%
5	Cc1cc(C)c(C(=O)Nc2ccccc2)c(SCC(=O)Nc2ccc(Br)cc2C)n1	-15%	16%	u	0%	-6%	-4%	7%
10	Cc1ccc(NC(=O)c2ccc3nc(Cc4ccccc4)oc3c2)cc1F	u	-2%	0%	1%	-3%	-1%	0%
6	COc1cccc(/C=C(\C#N)c2nc3ccc(C)cc3[nH]2)c1	u	u	2%	1%	u	1%	-11%
2	COc1cc2c(cc1OC)C(COc1ccc(F)cc1)N(C(=O)C(C)C)CC2 (stereo unspecified)	14%	6%	5%	1%	-1%	-1%	3%
7	Cc1cccc(CCNC(=O)c2cc3c(=O)[nH]c4ccc(C)cc4c3s2)c1	-2%	-11%	-11%	-8%	-3%	0%	-13%
4	COc1ccccc1OCC(=O)N(Cc1cccs1)C1CCS(=O)(=O)C1 (stereo unspecified)	u	3%	3%	1%	-2%	0%	9%

New compounds follow
entry	mol	p53null 39C tox	NTMT1 inh	GALK inhibitor	TSG101-PTAP inh	p53null 32C tox	B2AR arrestin ag	FH mod
11	Cc1cc2n(n1)CCCN2C(=O)Nc1ccc(F)c(Cl)c1	-9%	-13%	2%	-6%	3%	-1%	2%
12	COc1ccccc1N1CCN(c2nc3c(S(=O)(=O)c4ccccc4)nnn3c3ccc(Cl)cc23)CC1	6%	19%	-2%	-3%	1%	0%	1%
13	Cc1cccc(N2CCN(C(=O)c3c4c(nc5ccccc35)C(=O)N(C3CCCCC3)C4)CC2)c1C	34%[activator]	-2%	-2%	0%	12%	3%	-30%
14	Cc1ccc(N2C(=O)CSC23C(=O)N(CC(=O)Nc2ccc(C)cc2C)c2ccccc23)cc1 (stereo unspecified)	29%	3%	2%	-2%	11%	2%	-14%
15	Cc1ccc(-c2nc(SCCOc3ccccc3C)n3[nH]c(=O)cc3n2)cc1	u	15%	4%	-8%	-11%	0%	-31%
16	COc1ccc(SCc2cc(=O)c3ccc(C)c(C)c3[nH]2)cc1	-2%	0%	-8%	4%	-8%	-1%	-1%
17	CCN(CC)C(=O)CSc1nc2cc3c(cc2c(=O)n1CCCC(=O)NCc1ccc(OC)cc1)OCO3	5%	-19%	-1%	-6%	7%	-3%	16%
18	CCOc1ccccc1CNC(=O)c1ccc2c(c1)nc1n2CCC(C)C1 (stereo unspecified)	9%	3%	1%	0%	-6%	0%	-11%
19	CCCCN(CC)CCCNC(=O)c1ccc2c(c1)NC(=O)CN2C	-3%	-19%	-1%	1%	-3%	-1%	4%
20	O=C(COc1ccc(Cl)cc1)Nc1ccccc1C(=O)OCc1cc(=O)n2ccsc2n1	23%	u	2%	-2%	6%	0%	15%
21	CN(C)c1ccc(C(CNS(=O)(=O)c2ccc(F)cc2)N2CCc3ccccc32)cc1 (stereo unspecified)	2%	1%	-4%	3%	-6%	0%	-14%
22	Cc1ccc2c(c1)-c1c(cnn1CC(=O)N1CCN(c3cc(C)ccc3C)CC1)CO2	-9%	-3%	6%	2%	4%	-1%	u
23	Cc1ccc(S(=O)(=O)c2cnc(SCC(=O)Nc3ccc4c(c3)OCCO4)[nH]c2=O)cc1C	-10%	-16%	0%	27%	-2%	0%	-21%
24	COc1ccc(CNC(=O)C(=O)NCC(c2ccco2)S(=O)(=O)c2ccc(C)cc2)cc1 (stereo unspecified)	13%	-7%	-4%	0%	-12%	-2%	-5%
25	CCOC(=O)Cn1c(=O)oc2cc(S(=O)(=O)N3CCN(c4cc(C)ccc4C)CC3)ccc21	-17%	3%	0%	3%	2%	-2%	-27%
26	Cc1ccc2nc(-c3ccc(O)cc3)c(Nc3ccc4c(c3)OCO4)n2c1	5%	u	6%	-3%	30%	0%	-12%
27	CC1=C(C(N)=O)C(c2ccccc2F)n2nc(-c3ccc(Cl)cc3)nc2N1 (stereo unspecified)	u	0%	u	-1%	-28%	-2%	-21%
28	CCc1ccc2oc(-c3cc(NC(=O)c4cccnc4)cc(C)c3O)nc2c1	-19%	14%	2%	-1%	u	-2%	-5%
29	Cc1ccc(C)c(Cn2c(=O)c3c(nc4n3CCN4c3ccccc3)n(C)c2=O)c1	-8%	2%	0%	0%	11%	0%	6%
30	Cc1cccc(N2CCN(C(=O)c3nn(C)c4c3CS(=O)(=O)c3ccccc3-4)CC2C)c1 (stereo unspecified)	-23%	-1%	u	-7%	-1%	1%	-10%
31	CCOc1ccc(C(=O)NCCc2sc(-c3ccc(F)cc3)nc2C)cc1	-2%	25%	-4%	-3%	2%	-1%	8%
32	COc1cccc(CNc2nc3c(-c4cccc(C)c4)nnn3c3ccccc23)c1	-9%	1%	6%	1%	u	0%	-5%
33	Nc1nc(Nc2cccc(C(F)(F)F)c2)sc1C(=O)c1ccccc1	0%	-22%	1%	0%	0%	-1%	1%
34	COc1ccc(-c2nc(CS(=O)CC(=O)NCc3ccc(F)cc3)c(C)o2)cc1OC (stereo unspecified)	-10%	-6%	0%	-5%	0%	0%	-2%
35	CCOC(=O)C1CCN(C(=O)c2ccc3c(c2)N=C(CC)c2cc(C)ccc2S3)CC1	-13%	7%	-9%	-6%	-4%	-2%	-19%
36	COc1cccc(C2C(=O)N(C3CCCCC3)CC(=O)N2CCc2ccc(OC)c(OC)c2)c1 (stereo unspecified)	32%[activator]	u	-4%	-3%	-9%	3%	-9%
37	COc1ccc2c(c1)CCc1c(C(=O)Nc3ccc(C#N)cc3)noc1-2	-5%	x	-4%	0%	1%	0%	x
38	COc1cccc(NC(=O)Cn2cc(S(=O)(=O)N3CCCC3)c(S(=O)(=O)N3CCCC3)c2)c1	-11%	-12%	-2%	-5%	2%	-1%	-31%
39	CSc1nnc(NC(=O)Cc2coc3cc(C)ccc23)s1	-11%	7%	-4%	2%	-8%	-1%	4%
40	CCN1c2ccccc2-c2nc(SCC(=O)Nc3cccc(C)c3C)ncc2S1(=O)=O	-15%	3%	4%	2%	7%	2%	1%
41	CCc1ccc(NC(=O)CSc2nc3ccccc3nc2Cc2ccc(C)cc2)cc1	-7%	-1%	-1%	-10%	-4%	0%	2%
42	CC(=O)c1c(C)oc2ccc(N(C(=O)c3ccncc3)S(=O)(=O)c3ccc(C)cc3C)cc12	-19%	-3%	2%	2%	5%	-2%	-31%
43	O=S(=O)(c1ccc(Cl)cc1)c1nc(-c2cccs2)oc1N1CCCCC1	-10%	-6%	0%	1%	4%	0%	-24%
44	Cc1cccc(C)c1NC(=O)C(=O)NCC(c1ccc2c(c1)OCO2)N1CCOCC1 (stereo unspecified)	5%	-6%	-1%	1%	-2%	0%	2%
45	O=C(NC1CCCCC1)c1ccc(Cn2c(SCc3ccc(F)cc3)nc3cccnc32)cc1	-14%	u	0%	-1%	-21%	0%	-1%
46	Cc1cccc(NC(=O)Nc2nnc(N3CCCC3)s2)c1	8%	6%	3%	-1%	3%	0%	-12%

5 entries already listed, sorted by length of the SMILES, largest number first:
entry	mol	p53null 39C tox	NTMT1 inh	GALK inhibitor	TSG101-PTAP inh	p53null 32C tox	B2AR arrestin ag	FH mod
13	Cc1cccc(N2CCN(C(=O)c3c4c(nc5ccccc35)C(=O)N(C3CCCCC3)C4)CC2)c1C	34%[activator]	-2%	-2%	0%	12%	3%	-30%
21	CN(C)c1ccc(C(CNS(=O)(=O)c2ccc(F)cc2)N2CCc3ccccc32)cc1 (stereo unspecified)	2%	1%	-4%	3%	-6%	0%	-14%
40	CCN1c2ccccc2-c2nc(SCC(=O)Nc3cccc(C)c3C)ncc2S1(=O)=O	-15%	3%	4%	2%	7%	2%	1%
9	COc1cc(OC)cc(C(=O)Nc2ccc3nc4n(c(=O)c3c2)CCCCC4)c1	u	45µM*	6%	-9%	u	-1%	-15%
19	CCCCN(CC)CCCNC(=O)c1ccc2c(c1)NC(=O)CN2C	-3%	-19%	-1%	1%	-3%	-1%	4%

This is a subset, so the mix of outcomes need not match the whole.
